HDAC3 inh – human HDAC3 inhibition. O15379. recombinant HDAC3, fluorogenic peptide/trypsin coupled, fluorescence. inhibition, % at 8.3 µM. hit rate 0.15% among 320,000; in the data active = inhibition above about 26%, passing the limit was not always enough
TRPC4 PAM – allosterically enhances the mouse TRPC4 cation channel; hit rate 0.42% among 310,000; HEK293 TRPC4beta/mu-opioid, DAMGO EC20, Fluo-4 Ca2+ flux; stronger effect = higher value; B-score at 10 µM; Q9QUQ5;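 active = B-score of calcium response area above 5 SD of library B-scores, with initial fluorescence ratio within 5 SD of library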;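 note: B-score of integrated fluorescence ratio over time as area under calcium response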
KCNK3 inh – human KCNK3 channel inhibition, primary screen; O14649; CHO-KCNK3 thallium flux, FluxOR fluorescence; stronger effect = lower value; B-score at 10 µM; hit rate 0.84% among 340,000;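 active = B-score under library mean minus 4 SD, starting fluorescence ratio at most library mean plus 5 SD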;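 note: more negative B-score means stronger inhibition of thallium flux through KCNK3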
Target sequence (O14649 whole entry, looked up): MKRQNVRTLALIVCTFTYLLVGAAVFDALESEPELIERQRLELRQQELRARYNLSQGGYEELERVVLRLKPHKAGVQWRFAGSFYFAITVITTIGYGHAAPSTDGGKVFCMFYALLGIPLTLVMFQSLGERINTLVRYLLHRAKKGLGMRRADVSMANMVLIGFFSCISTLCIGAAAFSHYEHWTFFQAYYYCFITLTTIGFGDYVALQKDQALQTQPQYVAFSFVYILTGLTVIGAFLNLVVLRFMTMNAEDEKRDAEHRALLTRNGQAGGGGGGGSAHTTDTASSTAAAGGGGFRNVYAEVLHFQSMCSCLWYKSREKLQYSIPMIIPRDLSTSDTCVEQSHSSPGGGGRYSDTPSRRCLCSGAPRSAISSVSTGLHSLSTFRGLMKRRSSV
KCNK9 block – human KCNK9 channel inhibition. Q9NPC2. HEK293 KCNK9, FluxOR thallium flux fluorescence; stronger effect = lower value. B-score at 10 µM. hit rate 1.2% among 310,000;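 active = ratio B-score over 3 SD below the library mean, with starting fluorescence within 5 SD of its mean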;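 note: negative B-score means less thallium flux so channel inhibition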
ANO1 block – inhibitors of mouse TMEM16A calcium-activated chloride channel | Q8BHY3 | HEK293 TMEM16A/YFP iodide influx fluorescence, ionomycin | normalized B-score (activity score, 25-100; higher = stronger inhibition) at 10 µM | hit rate 1.2% among 310,000 | AID 588511;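 active = ratio plate-corrected score three or more library SD toward inhibition, starting fluorescence score within five deviations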;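 note: score derived from kinetic fluorescence span divided by baseline fluorescence per well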
DYRK1A inh – inhibitors of rat Dyrk1A kinase. inhibition, % at 12.5 µM. hit rate 0.43% among 310,000. Q63470. ADP-Glo luminescence, NFATc1 peptide; in the data active = inhibition above about 50%;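 note: plate controls were vehicle with enzyme for no effect and no enzyme for full effect; many of its hits are not listed in these tables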
KCNQ1 block – human KCNQ1 channel inhibition | B-score at 10 µM | AID 2642 | P51787 | CHO-K1 KCNQ1, FluxOR thallium flux fluorescence; stronger effect = higher value | hit rate 1.3% among 310,000;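 active = compounds whose thallium flux B-score, printed positive for inhibition, exceeds three library SD while starting fluorescence stays within three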;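 note: channel opened by potassium depolarization with thallium stimulus after 20 min compound exposure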
Target sequence (P51787 whole entry, looked up): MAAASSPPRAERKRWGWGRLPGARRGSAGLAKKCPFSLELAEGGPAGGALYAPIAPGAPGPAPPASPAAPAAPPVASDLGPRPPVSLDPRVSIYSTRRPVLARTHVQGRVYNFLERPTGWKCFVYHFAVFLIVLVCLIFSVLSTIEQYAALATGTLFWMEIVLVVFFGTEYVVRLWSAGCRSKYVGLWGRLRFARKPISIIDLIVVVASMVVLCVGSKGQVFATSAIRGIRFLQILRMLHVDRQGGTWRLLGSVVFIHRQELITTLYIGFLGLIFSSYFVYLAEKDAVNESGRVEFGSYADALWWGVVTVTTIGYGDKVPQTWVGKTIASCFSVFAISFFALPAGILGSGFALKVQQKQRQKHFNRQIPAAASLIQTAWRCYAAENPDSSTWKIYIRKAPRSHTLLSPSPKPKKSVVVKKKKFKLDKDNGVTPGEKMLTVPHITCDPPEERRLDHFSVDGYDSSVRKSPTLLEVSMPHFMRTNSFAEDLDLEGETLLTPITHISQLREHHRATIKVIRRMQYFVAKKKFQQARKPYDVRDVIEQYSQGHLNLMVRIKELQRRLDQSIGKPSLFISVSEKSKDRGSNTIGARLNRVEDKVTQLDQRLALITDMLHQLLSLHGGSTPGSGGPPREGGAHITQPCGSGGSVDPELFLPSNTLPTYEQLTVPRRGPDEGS
ANO1 activ – mouse TMEM16A channel activation, primary screen | Q8BHY3 | HEK293 TMEM16A/YFP-H148Q/I152L, iodide quench fluorescence; stronger effect = lower value | B-score at 10 µM | hit rate 0.3% among 340,000 | AID 623877;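 active = fluorescence-ratio B-score plate-corrected deviation score at least 3 library SD below zero, with starting fluorescence score within 5 deviations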;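 note: channel opened by trigger with iodide after compound preincubation; score built on the fluorescence ratio of max minus min over baseline; more negative score means more quench and so TMEM16A activation or potentiation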
hERG protect – shields human hERG channel from block by proarrhythmic agents | Q12809 | activation (rescue from dofetilide block), less the hit threshold, % at 10 µM | CHO-hERG, FluxOR thallium flux, dofetilide IC70 present | hit rate 0.51% among 310,000;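 active = activation above the mean of controls blocked by dofetilide plus 5 SD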;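 note: thallium influx through hERG after potassium depolarization seen as dye fluorescence rise; in these data hits start at about 4.7%; inactives centre near -7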
KCNQ1 act – potentiates or activates the human KCNQ1 potassium channel. B-score at 10 µM. AID 2648. P51787. CHO-K1 KCNQ1, thallium flux FluxOR fluorescence; stronger effect = higher value. hit rate 0.35% among 310,000;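 active = fluorescence ratio B-score, a plate-corrected score, at least three library SD, with initial intensity B-score within 5 SD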
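System: Stable KCNQ1 CHO-K1 line | Incubation: 90 min dye loading and 20 min compound exposure, both at room temperature | Measure: Ratio B score | Medium: Assay buffer for compound exposure, DMSO matched across wells | Compound dosing: Single-concentration screen | Probe or stimulus: K+/Tl+ depolarizing stimulus | Measured by: Kinetic FluxOR fluorescence, 10 s baseline plus 110 s post-stimulus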
TRPC4 act – opens the mouse TRPC4 cation channel. Q9QUQ5. HEK293 TRPC4beta/mu-opioid, Fluo4 calcium fluorescence; stronger effect = higher value. B-score at 10 µM. AID 2237. hit rate 0.49% among 310,000;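 active = B-score above 5 SD of library B-scores, and initial fluorescence ratio not above library mean plus 5 SD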;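 note: positive B-score marks a calcium rise read as TRPC4 activation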
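Incubation: 45 min room-temperature Fluo4 loading, 110 s read / System: HEK293 cells stably co-expressing mouse TRPC4beta and mu-opioid receptor / Signal: Fluo4 fluorescence, kinetic / Control set: buffer (low) and maximal DAMGO (high) / Measure: integrated baseline-normalised fluorescence ratio, converted to per-well B score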
* marks the source's active call; other numbers are inactive results; i = inactive; · = no result given. These rows are one share of the data; the hit share may differ from the screen's.

Values in the order: HDAC3 inh, TRPC4 PAM, KCNK3 inh, KCNK9 block, ANO1 block, DYRK1A inh, KCNQ1 block, ANO1 activ, hERG protect, KCNQ1 act, TRPC4 act
1. CCOC(=O)c1ccc(N=C2S/C(=C\c3cc(C)n(-c4cccnc4)c3C)C(=O)N2C)cc1
→ -22, i, i, i, i, -26, i, i, -9, i, i
2. Cc1ccc(NC(=O)c2cc(-c3ccccc3)nn2-c2ccccc2)c(Br)c1
→ -1, i, i, i, i, -6, i, i, -2, i, i
3. Cc1[nH]c(=S)[nH]c(=O)c1CCOc1ccccc1
→ 5, i, i, i, i, -1, i, i, -8, i, i
4. CCCOc1ccc2[nH]c(C(=O)N/N=C/c3cc(OC)c(OC)c(OC)c3)cc2c1
→ -4, i, i, i, i, 1, i, i, -13, i, i
5. O=C(c1cc2ccccc2cc1O)N1CCN(c2ccc([N+](=O)[O-])cc2)CC1
→ 0, i, i, i, i, -5, i, i, -11, i, i
6. NCCCC[C@H](N)c1nnc([C@H](CCC(=O)O)NC(=O)C2CCNCC2)o1
→ -6, i, i, i, i, 3, i, i, -12, i, i
7. O=C(O)CCn1nnc(-c2ccccc2)n1
→ -3, i, i, i, i, -5, i, i, -3, i, i
8. COc1cccc(C2C(C#N)=C(N)OC3=C2C(=O)CC(c2ccco2)C3)c1OCc1ccc(F)cc1 (stereo not given)
→ 10, i, i, i, i, 10, i, i, -7, i, i
9. CCn1nc(C(=O)OCC(=O)N(CC(C)C)c2c(N)n(Cc3ccccc3)c(=O)[nH]c2=O)c2ccccc2c1=O
→ -3, i, i, i, i, 1, i, i, -7, i, i
10. COc1ccc(NC(=O)CSc2nc3ccsc3c(=O)n2CCC(=O)O)c(OC)c1
→ -3, i, i, i, i, 3, i, i, -4, i, i
11. CCOc1ccc(-n2cc(C(=O)N3CCCCCC3)c3cc(OC)c(OC)cc3c2=O)cc1
→ 8, ·, i, ·, i, -10, ·, i, ·, ·, ·
12. O=C(/C=C/c1ccc(-c2ccccc2[N+](=O)[O-])o1)c1ccco1
→ 11, i, i, -12*, i, 28, i, i, -27, i, i
13. CC(C)N(C)CCOC(=O)c1ccccc1Br
→ 8, i, i, i, i, -9, i, i, -9, i, i
14. C/C(CCc1oc2ccc(Br)cc2c1-c1ccc(C)o1)=N/O
→ 9, i, i, i, i, -1, i, i, -6, i, i
15. Oc1ccccc1/C=N/Nc1nn[nH]n1
→ 2, i, i, i, i, -2, i, i, -10, i, i
16. COc1ccc(CNC(=O)C2CC(=O)N(c3ccc(OCC(=O)N4C(C)CCCC4C)cc3)C2)cc1 (stereo not given)
→ 0, i, i, i, i, 2, i, i, -13, i, i
17. COc1ccc(OC)c(S(=O)(=O)NC2CCSc3ccccc32)c1 (stereo not given)
→ 1, i, i, i, i, -7, i, i, -9, i, i
18. COc1ccc(CNC(=O)C2CC(=O)N(C3CCCC3)C2)cc1 (stereo not given)
→ 0, i, i, i, i, -4, i, i, -8, i, i
19. COc1ccc(-c2nnn(CC(=O)N3CCOCC3)n2)cc1
→ -6, i, i, i, i, -5, i, i, -11, i, i
20. Cc1cccc(C=Nc2ccccc2C(N)=O)c1
→ -4, i, i, i, i, 8, i, i, -8, i, i
21. CC(=O)c1c(C)n(-c2cccc(Cl)c2)c2ccc(O)cc12
→ -10, i, i, i, i, -1, i, i, -7, i, i
22. COc1cccc(CNC(=O)CCC2CCCN(Cc3ccc(OC(F)F)cc3)C2)c1 (stereo not given)
→ 3, i, i, i, i, -1, i, i, -14, i, i
23. COC(=O)c1ccccc1NC(=O)c1ccnn1C
→ 7, i, i, i, i, 1, i, i, -8, i, i
24. O=C(NC(=S)NNC(=O)c1ccccc1O)c1cccc([N+](=O)[O-])c1
→ -2, i, i, i, i, -2, i, i, 0, i, i
25. N#Cc1c2c(c(-c3ccco3)[nH]c1=O)CCCC2
→ -7, i, i, i, i, 9, i, i, -2, i, i
26. Nc1nc2nccc(-c3ccc(Cl)cc3)n2n1
→ -3, ·, i, ·, i, 18, ·, i, ·, ·, ·
27. CN(NS(=O)(=O)c1ccc(Cl)cc1)c1nc(C(F)(F)F)nc2ccccc12
→ -1, i, i, -7.6*, 100*, 0, i, i, -20, i, i
28. Cc1cc(C)c(C)c(S(=O)(=O)NCc2ccc(C(=O)N3CCCC3)cc2)c1C
→ -4, i, i, i, i, 0, i, i, -2, i, i
29. C=CCSc1nnc(CC(OC)OC)n1-c1ccccc1
→ -10, i, i, i, i, 1, i, i, -8, i, i
30. CCCc1c(C(=O)N/N=C/c2ccc(OC)c(OCc3ccccc3)c2)nnn1-c1nonc1N
→ -3, i, i, i, i, -1, i, i, -4, i, i
31. C=C(C)CSc1nnc2n(C)c(=O)c3c4c(sc3n12)CCC4
→ -3, i, i, i, i, -2, i, i, -16, i, i
32. CC(C)CCOc1ccc(C(=O)N2CCN(c3ncccn3)CC2)cc1
→ -5, i, i, i, i, -3, i, i, -5, i, i
33. CCOC(=O)Nc1nc(-c2ccc(Cl)cc2Cl)cs1
→ 5, i, i, i, i, -2, i, i, -16, i, i
34. COc1ccc([N+](=O)[O-])cc1NS(=O)(=O)c1ccc(Cl)c(C(=O)Nc2sc3c(c2C#N)CCCCC3)c1
→ -4, i, ·, i, i, ·, i, ·, -10, i, i
35. COc1cc(CN2CCN(S(=O)(=O)c3ccc(F)cc3)CC2)cc(OC)c1OC
→ -5, i, i, i, i, 2, i, i, -8, i, i
36. O=C(O)/C=C\C(=O)O
→ -4, ·, i, ·, i, 10, ·, i, ·, ·, ·
37. COc1ccc2c(c1)CCc1c(C(=O)NCCCn3ccnc3)noc1-2
→ 5, i, i, i, i, -18, i, i, -9, i, i
38. O=C(Nc1ncccn1)c1cc(-c2cccc(Br)c2)nc2ccccc12
→ 7, i, i, i, i, 3, i, i, -4, i, i
39. CCOC(=O)c1c(NC(=O)c2cccc(N3C(=O)CCC3=O)c2)sc2c1CCN(CC)C2
→ 11, i, i, i, i, 3, i, i, -12, i, i
40. CCC(=O)n1nc(-c2ccc(Cl)cc2)nc1NCc1ccccc1
→ -5, i, i, i, i, 0, i, i, -4, i, i
41. CCc1cccc(C)c1NC(=O)COC(=O)C1CCN(S(=O)(=O)c2ccccc2)CC1
→ 2, i, i, i, i, -1, i, i, -12, i, i
42. CC1(C)CC(=O)C2=C(C1)N(c1ccc(F)cc1)C(=O)C2(O)C(F)(F)F (stereo not given)
→ 1, i, i, i, i, 11, i, i, -5, i, i
43. CCOC(=O)c1cnn(CCOC(=O)c2cccc(F)c2)c1NC(=O)c1cccc(F)c1
→ 6, i, i, i, i, 7, i, i, -13, i, i
44. Nc1c2c(nc3ccn(Cc4ccccc4)c(=O)c13)CCC2
→ -16, i, i, i, i, -4, i, i, -13, i, i
45. Cc1cccc2c1NC(=O)C2(O)N1CCCC(C)C1 (stereo not given)
→ 11, i, i, i, i, 4, i, i, -5, i, i
46. CCOC(=O)c1c(C)[nH]c(C)c1C(=O)COC(=O)c1ccccc1O
→ -2, i, i, i, i, -3, i, i, -25, i, i
47. O=C(COC(=O)CCCc1c[nH]c2ccccc12)Nc1ccc2c(c1)OCO2
→ -1, i, i, i, i, 11, i, i, -10, i, i
48. CCOc1cc(NC(=O)c2ccco2)c(OCC)cc1NC(=O)Cc1cccc(OC)c1
→ 5, i, i, i, i, 0, i, i, -7, i, i
49. COC(=O)c1ccccc1NC(=O)CN(C)Cc1ccccc1
→ 7, i, i, -9.9*, i, 2, i, i, -7, i, i
50. CCOC(=O)C1CCCN(Cc2cccc(Oc3ccccc3)c2)C1 (stereo not given)
→ -4, i, i, i, i, ·, i, i, -3, i, i
51. N#Cc1ccccc1Cn1cc(/C=N/Nc2ccc([N+](=O)[O-])cn2)c2ccccc21
→ 4, i, i, i, i, 8, i, i, -4, i, i
52. CCOC(=O)c1ccc(-c2ccc(C3Nc4ccccc4C(=O)N3O)o2)cc1 (stereo not given)
→ 6, i, i, i, i, -1, i, i, -19, i, i
53. O=C(NNC(=O)c1ccccc1-n1cccc1)c1ccc(Cl)cc1
→ 2, i, i, i, i, -2, i, i, -10, i, i
54. COc1ccc(S(=O)(=O)N(CC(=O)NC2CC2)c2ccc(C)cc2)cc1
→ -4, i, i, i, i, -79, i, i, -10, i, i
55. COc1ccc(NS(=O)(=O)c2cccc3cccnc23)cc1OC
→ 2, i, i, i, i, -6, i, i, -4, i, i
56. CCCCNC(=O)OCCNC(=O)NC
→ 0, i, i, i, i, 0, i, i, -3, i, i
57. Cc1ccc(C)c(NC(=O)C2CCN(S(=O)(=O)c3ccc4c(c3)NC(=O)CO4)CC2)c1
→ 0, i, i, i, i, 2, i, i, -7, i, i
58. Nc1ccc(C(=O)N/N=C/c2sc(N3CCOCC3)nc2-c2ccccc2)cc1
→ 4, i, i, i, i, -5, i, i, -11, i, i
59. COc1ccc(OC)c(N/C=C/C(=C(C#N)C#N)N(C)C)c1
→ -5, i, i, i, i, 5, i, i, -2, i, i
60. N#CC1=C(SCC(=O)NC2CC2)NC(=O)C(C#N)C12CCCCC2 (stereo not given)
→ 3, i, i, i, i, -11, i, i, -12, i, i

Next part:
Values in the order: HDAC3 inh, TRPC4 PAM, KCNK3 inh, KCNK9 block, ANO1 block, DYRK1A inh, KCNQ1 block, ANO1 activ, hERG protect, KCNQ1 act, TRPC4 act
61. O=C(Nc1ccc(Br)cc1F)C1CCN(c2nnc(-n3cccc3)s2)CC1
→ -5, i, i, i, i, 4, i, i, -9, i, i
62. CCCc1sc(N)nc1-c1ccc(C)cc1
→ -5, i, i, i, i, -34, i, i, 2, i, i
63. CCOc1cc(/C=N/NC(=O)CSc2nncn2C)ccc1OCc1cccc(C)c1
→ ·, i, i, i, i, -3, i, i, -8, i, i
64. CCOc1ccc(-c2csc(NC(=O)CSC3=NC(=O)CN3C(C)=O)n2)c2ccccc12
→ -5, i, i, i, i, 18, i, i, -11, i, i
65. CCn1c(SCc2cccc(C(=O)O)c2)nnc1-c1ccc(Cl)cc1
→ 1, i, i, i, i, 4, i, i, -7, i, i
66. Cc1cc(C)c2c(CN3CCN(Cc4ccccc4)CC3)cc(=O)oc2c1C
→ -2, i, i, i, i, 2, i, i, -10, i, i

Screens deposited in PubChem by several laboratories.
